LMP1 NFkB inh = reduces LMP1-driven NF-kappaB luciferase signal; actives 0.69% (n = 350,000); inhibition, % at 12.5 µM; AID 504558; LMP1-induced NF-kappaB luciferase reporter cells, luminescence; in the data active means inhibition above about 41%;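 further: 0% = neutral control wells and 100% = reference inhibitor control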
NCOA1 inh = inhibits human SRC1 coactivator; HEK293 GAL4-SRC1 luciferase reporter, luminescence; inhibition, % at 3.6 µM; actives 0.12% (n = 360,000); AID 588354;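 active means inhibition above the campaign mean plus 3 SD, with each screening campaign given its own cutoff, cut at about 60% in these data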;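 further: 0% = DMSO treated cells and 100% = gossypol at 36 µM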
Target sequence (Q15788 whole entry, looked up, the tested form may be a part): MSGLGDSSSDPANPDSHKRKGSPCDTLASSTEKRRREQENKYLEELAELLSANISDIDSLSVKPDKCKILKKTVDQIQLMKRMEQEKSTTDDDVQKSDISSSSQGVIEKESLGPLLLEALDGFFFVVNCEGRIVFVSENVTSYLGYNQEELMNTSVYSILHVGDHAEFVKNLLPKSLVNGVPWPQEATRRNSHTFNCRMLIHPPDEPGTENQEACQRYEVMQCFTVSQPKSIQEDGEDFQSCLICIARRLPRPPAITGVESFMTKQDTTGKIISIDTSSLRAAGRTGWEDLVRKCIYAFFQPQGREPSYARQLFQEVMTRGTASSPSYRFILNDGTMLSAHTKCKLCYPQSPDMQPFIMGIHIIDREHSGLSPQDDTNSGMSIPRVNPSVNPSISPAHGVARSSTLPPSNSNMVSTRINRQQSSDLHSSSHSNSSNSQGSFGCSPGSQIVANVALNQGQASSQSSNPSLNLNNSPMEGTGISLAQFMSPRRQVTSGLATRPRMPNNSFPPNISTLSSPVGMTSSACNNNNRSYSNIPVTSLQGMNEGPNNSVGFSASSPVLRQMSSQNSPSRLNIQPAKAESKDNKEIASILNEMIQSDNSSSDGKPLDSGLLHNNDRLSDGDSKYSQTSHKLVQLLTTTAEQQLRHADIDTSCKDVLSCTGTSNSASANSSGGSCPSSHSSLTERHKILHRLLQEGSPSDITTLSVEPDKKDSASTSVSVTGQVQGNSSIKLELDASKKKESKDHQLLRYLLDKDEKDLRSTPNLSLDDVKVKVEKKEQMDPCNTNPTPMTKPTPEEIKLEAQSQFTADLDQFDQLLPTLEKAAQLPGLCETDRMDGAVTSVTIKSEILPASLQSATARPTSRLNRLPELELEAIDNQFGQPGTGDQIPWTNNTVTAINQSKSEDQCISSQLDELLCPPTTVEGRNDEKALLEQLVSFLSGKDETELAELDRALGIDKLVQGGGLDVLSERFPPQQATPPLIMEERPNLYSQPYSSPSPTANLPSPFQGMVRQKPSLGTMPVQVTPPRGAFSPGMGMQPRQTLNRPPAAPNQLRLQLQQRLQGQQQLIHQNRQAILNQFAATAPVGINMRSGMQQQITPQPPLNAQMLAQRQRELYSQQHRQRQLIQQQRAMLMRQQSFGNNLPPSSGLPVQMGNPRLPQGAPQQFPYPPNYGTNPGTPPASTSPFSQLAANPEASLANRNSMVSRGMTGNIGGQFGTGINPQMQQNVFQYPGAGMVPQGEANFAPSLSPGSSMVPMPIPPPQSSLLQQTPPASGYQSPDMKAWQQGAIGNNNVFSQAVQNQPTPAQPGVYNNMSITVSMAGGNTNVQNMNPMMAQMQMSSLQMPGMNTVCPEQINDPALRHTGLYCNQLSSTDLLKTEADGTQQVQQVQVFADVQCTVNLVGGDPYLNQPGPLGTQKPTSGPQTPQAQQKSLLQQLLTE
NR2F2 inh = blocks human COUP-TFII nuclear receptor; HEK293T NGFI-A luciferase reporter, luminescence; inhibition, % at 8.6 µM; actives 0.7% (n = 370,000); AID 686940;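 active means inhibition above a per-plate cutoff, mean inhibition of test wells between control levels plus 3 SD, cut at about 38% in these data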;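 further: cells cotransfected with COUP-TFII expression vector driving the NGFI-A reporter; 0% = median of COUP-TF2 test wells and 100% = reporter-only cells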
NOD2-RIPK2 inh = blocks binding of human NOD2 to RIPK2; O43353; AID 624267; inhibition, % at 4.98 µM; actives 0.38% (n = 360,000); CHO BLA complementation NOD2-RIPK2, CCF4 ratio; in the data active means inhibition above about 21%;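 further: 0% = vehicle only and 100% = reference blocker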
SRC2 inh = inhibits human steroid receptor coactivator 2 | AID 651957 | HEK293 GAL4-SRC2 luciferase reporter, luminescence | Q15596 | inhibition, % at 9 µM | actives 0.17% (n = 370,000);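 active means inhibition above the mean inhibition of all tested compounds plus 3 SD, set per campaign, cut at about 52% in these data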;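 further: 0% = DMSO treated cells and 100% = cells given Gossypol at 36 µM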
C8 TRAIL sens = caspase-8 TRAIL sensitization | NB7+C8 cells + TRAIL, ATPlite viability luminescence | inhibition (viability loss, TRAIL sensitization), % at 10 µM | actives 1% (n = 360,000);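 active means compounds causing at least 50% loss of cell viability in the single-dose screen, relative to plate controls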
SRC3 inh = human NCOA3 inhibition; HEK293 GAL4-SRC3 luciferase reporter, luminescence; Q9Y6Q9; inhibition, % at 3.6 µM; actives 0.17% (n = 360,000); AID 588352;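 active means inhibition above a per-campaign cutoff, the mean of all compounds plus 3 SD, cut at about 60% in these data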;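 further: 0% = DMSO-treated cells and 100% = gossypol-treated cells at 36 µM; higher means less SRC3-driven luciferase light from the GAL4 reporter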
TLR9-MyD88 inh = TLR9-MyD88 interaction inhibition | Q9NR96+Q99836 | CHO BLA complementation TLR9-MyD88, CCF4 FRET ratio | inhibition, % at 4.98 µM | actives 0.21% (n = 340,000);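 active means inhibition above the mean over all tested compounds plus 3 SD, cut at about 21% in these data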;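 further: 0% = DMSO only wells and 100% = clavulanate BLA inhibitor control wells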
NR5A2 inv ag = NR5A2 inverse agonism in reporter assay. inhibition, % at 3.6 µM. HEK293T StAR-luciferase reporter, LRH-1 transfected, 24 h. actives 0.13% (n = 360,000);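 active means inhibition above the mean inhibition of all tested compounds plus 3 SD, cut at about 73% in these data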;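 further: 0% = DMSO wells and 100% = reporter-only cells lacking LRH-1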
TROY NFkB inh = blocks TROY-dependent signaling in reporter cells; Q293 LMP1-TROYcd NF-kB luciferase reporter, 4 h; inhibition, % at 10 µM; actives 0.98% (n = 360,000);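 active means compounds whose plate-normalised and pattern-corrected inhibition of the luciferase reporter signal at the single screening dose is 50% or more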
TWEAK Fn14 block = blocks TWEAK-Fn14 interaction in a reporter cell assay; TWEAK-stimulated Fn14 reporter cells, luciferase luminescence, 8 h; inhibition, % at 10 µM; actives 2% (n = 360,000); AID 1159606; in the data active means inhibition above about 50%
* hit, by the source's call; . = no result given. These rows are one share of the data (hit frequency here may not be typical).

mol,LMP1 NFkB inh,NCOA1 inh,NR2F2 inh,NOD2-RIPK2 inh,SRC2 inh,C8 TRAIL sens,SRC3 inh,TLR9-MyD88 inh,NR5A2 inv ag,TROY NFkB inh,TWEAK Fn14 block
Nc1c(C(=O)c2ccc(Br)s2)oc2ccccc12,-39,-53,-15,7,-11,-12,-26,20,-31,-2,1
Cc1cccc(-c2c3c(=O)n(C)c(=O)n(C)c3c3nnc4ccccc4n23)c1,5,0,-7,-5,-26,-11,11,5,8,-5,-22
CC1(C)CC(=O)c2cnc(NC(=O)Cc3ccc(Cl)cc3)nc2C1,-9,-3,-21,-9,13,9,-4,0,-17,10,-13
CC(=O)c1ccc(NC(=S)NC(C)CCc2ccccc2)cc1 (centres undefined),-3,-4,16,9,7,0,-13,-4,11,14,14
Cc1ccc(OCC(=O)N(Cc2cccs2)C2CCS(=O)(=O)C2)cc1C (centres undefined),-1,-13,14,12,8,-5,8,-12,-2,3,5
Cc1ccc(S(=O)(=O)N2CCC(=O)c3ccccc32)cc1,5,-6,4,-9,-27,-4,7,-5,26,-7,20
Cc1ccc(NC(=O)CN(C)C(=O)Cc2c(Cl)cccc2Cl)cc1,-2,2,-2,9,-9,5,8,-11,-3,4,-23
COc1ccc2oc(C(F)(F)C(F)(F)F)cc(=O)c2c1,2,-14,2,-10,18,-3,15,2,-5,6,5
Cc1ccc2nc3n(c(=O)c2c1)-c1ncccc1C(=O)NC3Cc1ccc(O)cc1 (centres undefined),-2,-14,6,5,12,-1,-4,-6,-8,0,12
COc1ccc(CN2CCC2(C)C(=O)NCCc2c[nH]c3ccccc23)c2ccccc12 (centres undefined),.,-5,-7,-1,4,7,-14,.,8,20,19
CCCNC(=O)Nc1cc(S(=O)(=O)CC)ccc1O,7,8,3,-1,-30,-1,3,-3,11,6,38
Nc1ccc(Oc2ncccn2)c(Cl)c1,0,-1,-5,-2,-15,-2,-24,-2,-3,7,-18
O=C(NC(Cc1c[nH]c2ccccc12)c1nnc2n1CCCCC2)c1ccccc1 (centres undefined),4,-10,20,-7,20,1,-3,11,-2,1,14
Cc1ccc2cc(CN(CCCN3CCOCC3)C(c3nnnn3Cc3ccco3)C(C)C)c(=O)[nH]c2c1C (centres undefined),0,11,-16,9,-24,-1,12,0,5,-16,-12
Cc1ccc(-c2nc(CN(Cc3cnn(C)c3)C(C)C)c(C)o2)o1,-2,-1,-8,1,26,3,12,4,3,1,12
Brc1ccc2c(c1)-c1ccccc1C1=NCCN12,17,33,7,-3,-38,38,-29,-2,57,-84,-122
Cc1cccc(OCCNC(=O)c2ncn[nH]2)c1,3,-17,13,7,1,7,15,4,-3,-1,1
COc1ccc(-n2cc(-c3ccc(C)cc3)[n+]3c2SCC3)cc1,25,47,66*,-6,19,34,47,-1,65,29,35
COc1ccc(N(CC(=O)Nc2cc(OC)cc(OC)c2)S(=O)(=O)c2c(C)n[nH]c2C)cc1,-3,4,-12,-9,-46,9,-5,0,8,-10,12
CN(C)CC1CCC/C(=C/c2ccc(Cl)cc2)C1=O (centres undefined),1,-6,4,3,18,19,2,-4,-20,-15,3
COc1ccc(C)cc1N(CC(=O)NC1CCCC1)C(=O)CCC(=O)Nc1cc(C)on1,5,14,-17,0,19,-16,19,-9,1,-11,-9
CN(CC(=O)Nc1cccc(F)c1)C(=O)C1CSC2(C)CCC(=O)N12 (centres undefined),8,-4,8,-10,-11,14,5,-15,8,-5,1
O=C(c1ccco1)N1CCN(Cc2cccc3ccccc23)CC1,19,-10,-4,-6,-10,6,5,3,5,8,33
O=C(Nc1ccc2[nH]c(=O)[nH]c2c1)c1ccc(Br)o1,26,-14,-34,-8,-19,-13,-6,-5,-17,7,10
CCOC(=O)c1c(NC(=O)Cc2cccs2)sc(C(=O)NC2CCCCC2)c1C,-27,1,10,9,-33,14,-3,-5,-15,-11,-82
O=C(CSc1nc2c(cnn2-c2ccc(F)cc2)c(=O)[nH]1)N1CCCCC1,1,11,-6,-19,2,0,11,8,-26,-6,-20
Cc1c(NC(=O)c2nn(C(C)C)c(=O)c3ccccc23)c(=O)n(-c2ccccc2)n1C,-1,-2,12,-7,-2,16,-20,-9,8,9,8
O=C(NCc1ccc(F)cc1)C1CCCN(C(=O)Nc2ccc(F)cc2)C1 (centres undefined),-1,6,8,2,-7,-15,10,-5,1,4,-3
CN(C)c1ccc(C=Cc2cnccn2)cc1,29,-77,-53,15,-27,80*,-89,5,-151,0,44
CCOC(=O)N1CCC(Nc2c(NCCCN(CC)c3cccc(C)c3)c(=O)c2=O)CC1,4,0,-1,-9,6,-9,-19,2,15,13,-18
CCc1nc2ccc(C(=O)NCCOc3ccc(OC)cc3)cn2c1N(C=O)Cc1ccc(OC)cc1,.,10,6,8,1,2,2,.,-10,-11,7
O=C(NCCCN1CCCC1)c1ccc2c(c1)N(Cc1ccccc1F)C(=O)c1ccccc1S2=O (centres undefined),1,11,1,0,-26,-10,-37,-5,-9,-7,-1
Cc1ccccc1C(=O)NNC(=O)CCCCC(=O)NNC(=O)c1ccccc1C,9,9,3,-5,-23,10,-11,6,2,-8,4
O=C(CCS(=O)(=O)Cc1ccccc1)NCCc1ccccc1,-4,9,19,-6,-45,-9,-7,-7,-9,1,-2
CCc1ccccc1Nc1nc2ccccc2[nH]1,.,-10,-6,-6,-10,7,-4,.,1,-9,-15
Cc1nnc(SCc2cccc3ccccc23)s1,-26,-55,-15,-3,-96,3,-78,-9,-134,-47,-33
Cc1cc(S(=O)(=O)NC2CCCCC2)c(C)s1,-7,8,-17,-10,1,9,14,1,0,15,18
CCOc1ccc(CCNS(=O)(=O)c2c(C)nc3scc(C)n3c2=O)cc1OCC,2,-12,-22,-1,-6,-6,-1,-3,11,-6,5
O=C(Nc1nnc(SCC(=O)N2CCCCC2)s1)c1cccs1,-4,0,-6,-8,-41,-9,-82,1,-36,-16,4
COc1ccccc1CNCc1cc(OC)c(OC)c(OC)c1,1,6,-7,-1,-20,-1,3,-14,-3,-2,6
COC(=O)[C@H](Cc1ccccc1)NC(=O)NCCc1ccc(S(N)(=O)=O)cc1,-14,-1,0,1,6,-5,6,2,4,-4,-36
C/C(=N\NC(=O)c1ccco1)c1ccc(NC(=O)c2ccccc2)cc1,-14,-97,-63,-2,-56,-2,-77,2,-103,-35,-26
O=C(Nc1ccc(O)c2c(=O)cc(-c3ccccc3Cl)oc12)c1ccc(Cl)c(Cl)c1,0,-12,-5,-5,-26,14,6,-9,-4,-14,-19
COc1ccc(/C=N/NC(=O)c2cccc(COCC(F)(F)C(F)F)c2)cc1,-8,-7,-16,-5,-24,25,5,-4,19,-52,-25
Cc1cccc(N(C)C(=O)c2coc(=O)c3ccccc23)c1,-1,12,18,3,7,2,13,-2,2,-2,-13
Cc1cccc(COc2ccccc2C(=O)OCC(=O)N(C)c2c(N)n(Cc3ccccc3)c(=O)[nH]c2=O)c1,1,-17,-2,-2,-2,12,-1,-9,-8,8,-2
Cc1ccc(S(=O)(=O)NNC(=O)Nc2ccc([N+](=O)[O-])cc2)c(C)c1,2,-1,-10,-4,14,5,6,-7,16,-6,8
O=C(O)CNC(=O)/C(=C\c1cccc([N+](=O)[O-])c1)NC(=O)c1ccco1,-3,-11,-1,-8,13,-2,7,-5,-4,-2,3
O=C(NC1CC1)c1nc(Cn2ccc([N+](=O)[O-])n2)no1,-2,-8,-9,-1,13,-8,2,-3,-6,-5,9
COC(=O)/C(=C1\Oc2ccc(C(C)(C)C)cc2S1)C(F)(F)F,-14,-18,8,-7,-10,24,6,-9,5,43,21
O=C(CSc1ccc2nnc(-c3cccnc3)n2n1)NCc1ccc2c(c1)OCO2,-1,-3,-22,1,-26,-14,8,1,10,0,13
O=C(NCc1ccco1)c1[nH]c(C(F)(F)F)nc1-c1ccccc1,.,12,4,3,-15,-15,8,.,17,7,4
COc1ccc(CCNCC(=O)Nc2ccccc2C(F)(F)F)cc1,-4,-10,12,-12,-35,12,6,.,-7,-6,4
CC(=O)Nc1ccc(NC(=O)Cc2ccc(-c3ccccc3)cc2)cc1,1,4,-6,-15,-18,-4,-11,4,4,5,-15
Cc1ccc(NC(=O)NC2OC(=O)c3ccccc32)cc1 (centres undefined),-6,12,-9,0,0,-6,-18,1,19,-2,-3
C[C@@H](CO)NC(=O)[C@H]1O[C@@H](n2ccc(=O)[nH]c2=O)[C@H](O)[C@@H]1O,.,-19,5,0,-14,-6,20,.,3,-4,2
Cc1ccccc1N=C(NO)c1nonc1N,-2,-3,25,0,-29,-5,7,0,-4,24,29
Cc1ccc(-c2nc3ncccn3c2NC(=O)C2CC2)cc1,-7,-16,0,-8,17,8,-14,0,3,2,-1
O=C(NC1CCN(S(=O)(=O)c2cccc(Cl)c2)CC1)C1CCCCC1,-5,2,0,3,-3,13,-11,-8,7,0,-24
